From PubChem
EPAC1 antag: antagonists of human EPAC1 | actives 0.14% (n = 360,000) | Potency, µM (series often up to 115 µM), for inactives: top-dose activity change, negative = inhibition, most hits filed as inhibitors | O95398 | EPAC1 GEF assay, Rap1b-BODIPY-GDP exchange fluorescence;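 further: plate controls were vehicle for no effect and positive control for full effect; nearly all actives have a fitted effect of over 50% in size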
aSyn yeast inh: rescues yeast growth from alpha-synuclein toxicity; Potency, µM (series often up to 46.1 µM), for the others: at the highest dose growth rescue (activation), actives largely listed as activators; actives 0.14% (n = 370,000); Yeast expressing alpha-synuclein, growth rescue, BacTiter-Glo, 24 h; further: % of control where 0% means no effect; nearly all actives have a fitted effect of over 65% in size
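Rescue of yeast growth: cells expressing toxic alpha-synuclein, induced in galactose at OD600 0.02, incubated with compound 24 h at 30 C. ATP luminescence quantified growth; inhibitors of toxicity appear as activators.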
PTHR1 ag: agonists of human PTHR1 parathyroid hormone receptor; Q03431; HEK293 GP2 PTHR1 cells, GloSensor cAMP luminescence, 1 h; Potency, µM (titrated, usually from 115 µM), for the others: top-dose activation, most hits filed as activators; actives 0.075% (n = 410,000); AID 743266; further: nearly all actives have a fitted effect of over 55% in size; some results filed as inactive show a strong effect at the top dose; inactives centre near -15; many of its hits are not listed in these tables
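HEK-293-derived GP2 cells expressing PTHR1 and a GloSensor cAMP reporter, 3,000/well, plated overnight, given luciferin plus IBMX (each 0.5 mM as added) for 1 h at 37 °C, then compound for 1 h at 37 °C. Luminescence was read after 15 min at room temperature.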
EPAC2 ag: agonists of human EPAC2 (RAPGEF4); EPAC2 activation, biochemical qHTS; response scale: 100% = 6.5 mM cAMP response; AID 720711; actives 0.079% (n = 360,000); Potency, µM (series often up to 154 µM), without a hit: top-dose activation, usual class: activators; further: nearly all actives have a fitted effect of over 50% in size
Target sequence (Q8WZA2 whole entry, looked up): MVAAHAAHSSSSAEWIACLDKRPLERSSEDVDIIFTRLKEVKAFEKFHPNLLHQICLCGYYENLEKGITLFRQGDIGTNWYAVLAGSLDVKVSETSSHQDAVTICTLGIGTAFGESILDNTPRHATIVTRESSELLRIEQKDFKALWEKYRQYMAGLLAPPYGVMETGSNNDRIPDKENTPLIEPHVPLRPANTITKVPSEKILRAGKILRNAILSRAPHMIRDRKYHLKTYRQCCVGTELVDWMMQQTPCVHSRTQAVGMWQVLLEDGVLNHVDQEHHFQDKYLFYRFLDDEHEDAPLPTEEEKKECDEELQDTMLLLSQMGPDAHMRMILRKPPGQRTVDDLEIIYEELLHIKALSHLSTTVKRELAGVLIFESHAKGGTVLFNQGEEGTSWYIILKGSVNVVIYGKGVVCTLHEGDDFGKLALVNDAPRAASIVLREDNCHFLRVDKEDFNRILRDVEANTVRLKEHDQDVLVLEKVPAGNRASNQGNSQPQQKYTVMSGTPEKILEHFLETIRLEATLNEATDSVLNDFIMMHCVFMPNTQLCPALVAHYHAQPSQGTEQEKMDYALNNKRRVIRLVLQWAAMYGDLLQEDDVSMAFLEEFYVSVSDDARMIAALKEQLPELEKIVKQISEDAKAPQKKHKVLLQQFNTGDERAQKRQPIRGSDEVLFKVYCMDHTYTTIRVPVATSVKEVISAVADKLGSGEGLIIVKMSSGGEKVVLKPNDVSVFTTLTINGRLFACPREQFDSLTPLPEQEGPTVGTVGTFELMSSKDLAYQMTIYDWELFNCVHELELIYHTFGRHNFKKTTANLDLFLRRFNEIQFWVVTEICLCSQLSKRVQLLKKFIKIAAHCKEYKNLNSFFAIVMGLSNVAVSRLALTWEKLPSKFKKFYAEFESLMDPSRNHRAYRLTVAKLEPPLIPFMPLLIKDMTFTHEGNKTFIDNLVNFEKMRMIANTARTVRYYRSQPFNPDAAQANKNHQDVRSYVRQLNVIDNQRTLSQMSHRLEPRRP
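Nucleotide exchange monitored as fluorescence drop when BODIPY-GDP leaves Rap1B. Reaction: 100 nM EPAC2, 250 nM RAP1B-BODIPY-GDP, 50 uM GDP, room temperature, kinetic read over 30 min. Activity expressed relative to 6.5 mM cAMP.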
EPAC1 agonist: activates human EPAC1 exchange factor; O95398; EPAC1 agonist qHTS, biochemical assay; response scale: 100% = response to 6.5 mM cAMP; Potency, µM (titrated, usually from 154 µM), for the others: at the highest dose activation, actives largely listed as activators; actives 0.073% (n = 360,000); AID 720707; further: nearly all actives have a fitted effect of over 60% in size
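EPAC1 100 nM, Rap1B–BODIPY-GDP 250 nM, unlabeled GDP 50 uM; compound titration; 5 min RT; kinetic read ex480/em540 at 5-min intervals ×30 min; data normalized to 6.5 mM cAMP agonist control.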
TDP-43 yeast inh: inhibitors of TDP-43 toxicity in yeast; TDP-43 expressing yeast growth rescue, BacTiter-Glo, 24 h; Potency, µM (highest dose often 46.1 µM), for inactives: at the top dose growth rescue (activation), actives largely listed as activators; actives 1.8% (n = 410,000); AID 652104; further: % of control where 0% means no effect; nearly all actives have a fitted effect of over 50% in size
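Yeast cells expressing TDP-43 under galactose induction are exposed to compounds for 24 hr at 30 deg C. BacTiter-Glo luminescence measures growth, so protective compounds score as activators.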
FUS yeast rescue: FUS proteinopathy suppression in yeast | S. cerevisiae FUS-expressing, growth rescue, OD600, 24 h | Potency, µM (top dose mostly 76.6 µM), for inactives: top-dose growth rescue (activation), most hits filed as activators | actives 0.24% (n = 390,000) | AID 1347120;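 further: plate controls were DMSO vehicle for no effect and reference control for full effect; nearly all actives have a fitted effect of over 55% in size; some results filed as inactive show a strong effect at the top dose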
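S. cerevisiae expressing FUS from galactose induction served as the toxicity model. Growth after 24hr at 30C, read as absorbance at 600 nm, indicates suppression of toxicity; compounds dosed at several concentrations.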
EPAC2 antag: EPAC2 (human) antagonism | Q8WZA2 | EPAC2 GEF exchange of Rap1B-BODIPY-GDP, fluorescence | Potency, µM (titrated, usually from 114 µM), inactives show at the highest dose activity, negative = inhibition, most hits filed as inhibitors | actives 0.18% (n = 360,000); further: on the % scale 0 is the no-effect control and ±100 the full control effect; nearly all actives have a fitted effect of over 45% in size; many of its hits are not listed in these tables
Starred values were filed as active, the others as inactive; [ ] = dose if it differs, or a comment. The call rests on the fitted dose curve; in most records, active means well fitted curve in the direction sought with a large enough effect; inconclusive means small, poorly fitted or top-dose-only effect, or another doubt; inactive means no such curve, though single readings can be large; an effect the other way counts as inactive or inconclusive. Potency means the concentration at half of the fitted maximal effect. A portion of the library (hit frequency here may not be typical).

Results for COc1ccc2[nH]c(=O)c(CN(CC3CCCO3)C(=O)Nc3ccccc3)cc2c1 (centres undefined) ?
EPAC1 antag: 5%; aSyn yeast inh: 11%; PTHR1 ag: -11%[57.5 µM]; EPAC2 ag: 2%; EPAC1 agonist: 3%; TDP-43 yeast inh: -6%; FUS yeast rescue: 19%; EPAC2 antag: 4%

How did CNc1snc(C)c1C(=O)OC(C)C(=O)Nc1cccc(OC)c1 (centres undefined) do in these assays?
EPAC1 antag: 6%; aSyn yeast inh: -11%; PTHR1 ag: -41%[inhibitor]; EPAC2 ag: 7%; EPAC1 agonist: -9%; TDP-43 yeast inh: -6%; FUS yeast rescue: -3%; EPAC2 antag: 20%

What do the screens show for `O=C(c1cc(COc2cccc3cnccc23)on1)N1CCCC(CCCO)C1` (centres undefined)?
EPAC1 antag: 15%; aSyn yeast inh: 1%; PTHR1 ag: -49%; EPAC2 ag: 2%; EPAC1 agonist: 1%; TDP-43 yeast inh: 10%; FUS yeast rescue: 7%; EPAC2 antag: 0%

How did CCN1CCN(c2ccccc2NC(=O)c2ccc(-n3cccn3)cc2)CC1 do in these assays?
EPAC1 antag: 0%; aSyn yeast inh: -1%; PTHR1 ag: -14%; EPAC2 ag: 5%; EPAC1 agonist: 12%; TDP-43 yeast inh: 12%; FUS yeast rescue: -2%; EPAC2 antag: 2%

What do the screens show for `COc1cccc(NC(=S)NN2CCN(C)CC2)c1`?
EPAC1 antag: 1%; aSyn yeast inh: -2%; PTHR1 ag: inactive; EPAC2 ag: 15%; EPAC1 agonist: 1%; TDP-43 yeast inh: 10%; FUS yeast rescue: -4%; EPAC2 antag: 4%

What do the screens show for `COc1ccc(OC)c(N(CC(=O)N2CCCC2)S(=O)(=O)c2ccc(OC)c(OC)c2)c1`?
EPAC1 antag: 2%; aSyn yeast inh: 1%; PTHR1 ag: inactive; EPAC2 ag: 0%; EPAC1 agonist: 1%; TDP-43 yeast inh: -2%; FUS yeast rescue: 0%; EPAC2 antag: -5%

Results for O=C(Nc1ccccc1)C1=C[C@@H](c2ccc(C(F)(F)F)cc2)C[C@@H](OCCCCO)O1 ?
EPAC1 antag: -17%; aSyn yeast inh: 11%; PTHR1 ag: inactive; EPAC2 ag: 6%; EPAC1 agonist: -11%; TDP-43 yeast inh: -20%; FUS yeast rescue: inconclusive; EPAC2 antag: -16%

Results for O=C(COC(=O)/C=C/c1ccc(F)cc1)Nc1ccc2[nH]c(=O)[nH]c2c1 ?
EPAC1 antag: inconclusive; aSyn yeast inh: 0%; PTHR1 ag: inactive; EPAC2 ag: 2%; EPAC1 agonist: -3%; TDP-43 yeast inh: 9%; FUS yeast rescue: 9%; EPAC2 antag: -16%

Results for CCOc1ccc(NC(=O)NCCCN2CCCC2)cc1 ?
EPAC1 antag: 2%; aSyn yeast inh: 0%; PTHR1 ag: inactive; EPAC2 ag: 6%; EPAC1 agonist: 4%; TDP-43 yeast inh: 13%; FUS yeast rescue: -8%; EPAC2 antag: -2%

What do the screens show for `COc1ccccc1/C=C1\SC(=S)N(CC(=O)NC2CCS(=O)(=O)C2)C1=O` (centres undefined)?
EPAC1 antag: 6%; aSyn yeast inh: 11%; PTHR1 ag: -4%; EPAC2 ag: 3%; EPAC1 agonist: -6%; TDP-43 yeast inh: 11%; FUS yeast rescue: 8%; EPAC2 antag: 2%

How did C[C@H](O)c1[nH]c2cc(F)ccc2c1[C@H](C)O do in these assays?
EPAC1 antag: 3%; aSyn yeast inh: 0%; PTHR1 ag: -22%; EPAC2 ag: 13%; EPAC1 agonist: -4%; TDP-43 yeast inh: -1%; FUS yeast rescue: 0%; EPAC2 antag: 10%

Results for Cn1nc(C(C)(C)C)c([N+](=O)[O-])c1C(=O)NCCO ?
EPAC1 antag: -17%; aSyn yeast inh: 1%; PTHR1 ag: inactive; EPAC2 ag: 1%; EPAC1 agonist: -2%; TDP-43 yeast inh: 10%; FUS yeast rescue: -7%; EPAC2 antag: 13%

What do the screens show for `O=C(CCCN1C(=O)c2cccc3cccc(c23)C1=O)N1CCN(Cc2ccc3c(c2)OCO3)CC1`?
EPAC1 antag: -29%; aSyn yeast inh: 3%; PTHR1 ag: -81%[inhibitor]; EPAC2 ag: 4%; EPAC1 agonist: 12%; TDP-43 yeast inh: -9%; FUS yeast rescue: 18%; EPAC2 antag: -4%

What do the screens show for `O=C(C[C@H]1C(=O)N(Cc2ccccc2)C[C@@H]1Cc1ccccc1)Nc1ccc(Br)cc1`?
EPAC1 antag: -17%; aSyn yeast inh: 19%; PTHR1 ag: -8%; EPAC2 ag: 7%; EPAC1 agonist: -3%; TDP-43 yeast inh: inconclusive; FUS yeast rescue: 38%; EPAC2 antag: -11%

Results for O=C(O)C1=C2C(=O)Nc3cccc(c32)C2(C1)C(=O)Nc1ccccc12 (centres undefined) ?
EPAC1 antag: 1%; aSyn yeast inh: -2%; PTHR1 ag: inactive; EPAC2 ag: 2%; EPAC1 agonist: -6%; TDP-43 yeast inh: 3%; FUS yeast rescue: 28%; EPAC2 antag: 4%

Next section; the last 2 above are carried over.
What do the screens show for `O=C(C[C@H]1C(=O)N(Cc2ccccc2)C[C@@H]1Cc1ccccc1)Nc1ccc(Br)cc1`?
EPAC1 antag: -17%; aSyn yeast inh: 19%; PTHR1 ag: -8%; EPAC2 ag: 7%; EPAC1 agonist: -3%; TDP-43 yeast inh: inconclusive; FUS yeast rescue: 38%; EPAC2 antag: -11%

Results for O=C(O)C1=C2C(=O)Nc3cccc(c32)C2(C1)C(=O)Nc1ccccc12 (centres undefined) ?
EPAC1 antag: 1%; aSyn yeast inh: -2%; PTHR1 ag: inactive; EPAC2 ag: 2%; EPAC1 agonist: -6%; TDP-43 yeast inh: 3%; FUS yeast rescue: 28%; EPAC2 antag: 4%

Results for O=c1cc(CN2CCCCCCC2)c2ccccc2o1 ?
EPAC1 antag: 8%; aSyn yeast inh: -2%; PTHR1 ag: -15%; EPAC2 ag: 5%; EPAC1 agonist: -1%; TDP-43 yeast inh: 17%; FUS yeast rescue: -12%; EPAC2 antag: -20%

How did N#Cc1ccccc1OCC(=O)OCC(=O)NC1CCCC1 do in these assays?
EPAC1 antag: 12%; aSyn yeast inh: -4%; PTHR1 ag: inactive; EPAC2 ag: 2%; EPAC1 agonist: 12%; TDP-43 yeast inh: 10%; EPAC2 antag: 7%

What do the screens show for `CCOC(=O)C(=CN=C(N)Nc1nc2ccccc2o1)C(=O)OCC`?
EPAC1 antag: 10%; aSyn yeast inh: -1%; PTHR1 ag: -15%; EPAC2 ag: -13%; EPAC1 agonist: -1%; TDP-43 yeast inh: -20%; FUS yeast rescue: 20%; EPAC2 antag: 2%

What do the screens show for `COC(=O)c1cc(C(=O)OCC(=O)NCc2cccs2)cc([N+](=O)[O-])c1`?
EPAC1 antag: -2%; aSyn yeast inh: -4%; PTHR1 ag: inactive; EPAC2 ag: 5%; EPAC1 agonist: 11%; TDP-43 yeast inh: 11%; FUS yeast rescue: -20%; EPAC2 antag: 5%

Results for CCOC(=O)c1c[nH]c2c3c(ccc2c1=O)CCCC3 ?
EPAC1 antag: -4%; aSyn yeast inh: 1%; PTHR1 ag: inactive; EPAC2 ag: -2%; EPAC1 agonist: 3%; TDP-43 yeast inh: -9%; FUS yeast rescue: 45%; EPAC2 antag: 0%

What do the screens show for `N/C(=N\OC(=O)c1ccc(Br)o1)c1ccccn1`?
EPAC1 antag: -5%; aSyn yeast inh: 0%; PTHR1 ag: -28%; EPAC2 ag: 10%; EPAC1 agonist: 4%; TDP-43 yeast inh: 14µM*; FUS yeast rescue: 20%; EPAC2 antag: -9%

What do the screens show for `Cn1cc(CN2CCC(C(=O)Nc3cccc(-c4cscn4)c3)CC2)cn1`?
EPAC1 antag: -4%; aSyn yeast inh: 2%; PTHR1 ag: inactive; EPAC2 ag: 4%; EPAC1 agonist: -2%; TDP-43 yeast inh: -6%; FUS yeast rescue: -14%; EPAC2 antag: -5%

Results for CC(=O)Nc1nnc(SCC(=O)N2C(C)CCCC2C)s1 (centres undefined) ?
EPAC1 antag: -16%; aSyn yeast inh: -2%; PTHR1 ag: 8%; EPAC2 ag: 19%; EPAC1 agonist: 3%; TDP-43 yeast inh: 0%; FUS yeast rescue: 16%; EPAC2 antag: 1%

Results for COCCn1c(-c2ccc(OC)cc2)nc2ccccc21 ?
EPAC1 antag: 6%; aSyn yeast inh: 0%; PTHR1 ag: inactive; EPAC2 ag: -1%; EPAC1 agonist: -3%; TDP-43 yeast inh: 8%; FUS yeast rescue: 15%; EPAC2 antag: 7%

How did CSc1nc2ccc(Br)cc2[nH]1 do in these assays?
EPAC1 antag: 11%; aSyn yeast inh: 1%; PTHR1 ag: -26%; EPAC2 ag: -4%; EPAC1 agonist: -4%; TDP-43 yeast inh: inconclusive; FUS yeast rescue: -14%; EPAC2 antag: 20%

How did CC1CCCCN1CCCNC(=O)Cn1c(=O)c2cccn2c2ccccc21 (centres undefined) do in these assays?
EPAC1 antag: 3%; aSyn yeast inh: 1%; PTHR1 ag: inactive; EPAC2 ag: -1%; EPAC1 agonist: 0%; TDP-43 yeast inh: 14%; FUS yeast rescue: -6%; EPAC2 antag: 1%

Results for Cc1nc(CNS(=O)(=O)c2ccc(Oc3ccccc3)cc2)cs1 ?
EPAC1 antag: 8%; aSyn yeast inh: 3%; PTHR1 ag: -38%; EPAC2 ag: 7%; EPAC1 agonist: 4%; TDP-43 yeast inh: 17%; FUS yeast rescue: 6%; EPAC2 antag: -3%

What do the screens show for `COc1ccccc1N(CCC#N)C(=O)CSc1nnc2ccccn12`?
EPAC1 antag: 6%; aSyn yeast inh: 3%; PTHR1 ag: inactive; EPAC2 ag: 10%; EPAC1 agonist: -1%; TDP-43 yeast inh: 15%; EPAC2 antag: 2%

Results for Cc1ccc(CN(C)S(=O)(=O)c2c(C)noc2/C=C/N(C)C)cc1 ?
EPAC1 antag: -13%; aSyn yeast inh: -36%[inhibitor]; PTHR1 ag: inactive; EPAC2 ag: 14%; EPAC1 agonist: 10%; TDP-43 yeast inh: inconclusive; FUS yeast rescue: 1%; EPAC2 antag: -11%

How did COC(C[C@H]1O[C@@H]1[C@@H](O)[C@H](C)OCc1ccccc1)OC do in these assays?
EPAC1 antag: 3%; aSyn yeast inh: -8%; PTHR1 ag: -7%; EPAC2 ag: 7%; EPAC1 agonist: 13%; TDP-43 yeast inh: 0%; FUS yeast rescue: -19%; EPAC2 antag: 2%
